Screens (PubChem)
NSD2 HMT inh = NSD2 histone methyltransferase inhibitors, primary screen, biochemical, AlphaScreen, single concentration, set 2 | Histone-lysine N-methyltransferase NSD2 (Homo sapiens), O96028 | NSD2 peptide methylation, 120 min | inhibition, % at 12.5 µM | hit rate 0.54% among 310,000 | AID 743445, 2014; in the data active = inhibition above about 50%
HTR5A ag = HTR5A agonists in luminescence cell assay, primary screen, counter-screen for OPRM1-OPRD1 heterodimer agonist project, full-deck HTS; 5-hydroxytryptamine receptor 5A (Homo sapiens), P47898; activation, % at 9.3 µM; AID 504692, 2011; cell-based; hit rate 0.61% among 340,000; in the data active = activation mostly above about 9.5%, no sharp cut-off; inactive = mostly below about 7.6%;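 also: 0% = cells with vehicle only and 100% = reference agonist; strong numbers were not always called active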
Target sequence (P47898 whole entry, looked up): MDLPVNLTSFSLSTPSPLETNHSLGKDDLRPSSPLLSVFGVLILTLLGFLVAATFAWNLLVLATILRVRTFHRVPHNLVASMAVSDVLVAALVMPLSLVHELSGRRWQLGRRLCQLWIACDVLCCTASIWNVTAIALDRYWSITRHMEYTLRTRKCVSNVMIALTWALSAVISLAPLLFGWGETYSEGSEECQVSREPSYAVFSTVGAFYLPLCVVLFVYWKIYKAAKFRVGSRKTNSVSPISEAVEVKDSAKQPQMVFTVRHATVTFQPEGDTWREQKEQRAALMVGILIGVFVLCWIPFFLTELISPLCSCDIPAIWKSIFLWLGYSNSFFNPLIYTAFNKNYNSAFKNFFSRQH
V-ATPase pH = regulators of yeast V-ATPase proton pumping, primary screen, pHLuorin cytosolic pH fluorescence; response, % at 10 µM; hit rate 0.37% among 350,000; S. cerevisiae; in the data active = response mostly above about 7.3%, no sharp cut-off; inactive = mostly below about 5.4%; also: actives read high; inactives centre near 0; some compounds called inactive have numbers as strong as hits; reference of the scale not given here
MITF act = activators of MITF-driven TRPM1 promoter reporter, primary screen, cell-based, SK-MEL-5, luciferase, single point. SK-MEL-5 TRPM1-promoter luciferase, 24 h; % of positive control, neutral wells = 0. activation, % at 12.5 µM. hit rate 0.75% among 300,000. AID 588334, 2011;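 active = mean activation of at least 80% with every replicate also reaching 80%; inconclusive = mean reaches 80% but some replicate falls short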;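 also: 0% = neutral control wells and 100% = parthenolide positive control wells; values of inactives mirror those of a sister screen read the other way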
SR-BI DiI inh = inhibitors of SR-BI mediated HDL lipid uptake, primary screen, ldlA[mSR-BI] cells, fluorescence, single point; hit rate 0.96% among 320,000; inhibition, % at 12.5 µM; AID 488896, 2010; ldlA[mSR-BI] CHO cells, DiI-HDL uptake fluorescence, 3 h; Scavenger receptor class B member 1 (Mus musculus), Q61009;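 active = mean replicate inhibition of at least 70% and a set share of replicates each scoring 70 or more; inconclusive = meets just one of the two criteria; inactive = fails both criteria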;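 also: 0% = median of neutral control wells and 100% = median of positive control wells; values of inactives mirror those of a sister screen read the other way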
CDK5 p35 inh = inhibitors of human CDK5/p35 kinase, primary screen, biochemical, single concentration; AID 488839, 2010; hit rate 0.01% among 330,000; Recombinant CDK5/p35, ADP-Glo luminescence, 60 min; Cyclin-dependent kinase 5 (Homo sapiens) + Cyclin-dependent kinase 5 activator 1 (Homo …; inhibition, % at 10 µM;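 active = highest replicate inhibition of at least 50% and at least 75% of replicates reaching 50%; inconclusive = only one of the two criteria met; inactive = both criteria failed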;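 also: plate controls were DMSO neutral control for no effect and GW8510 at 10 µM for full effect; many of its hits are not listed in these tables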
Wnt bcat act = Wnt/beta-catenin pathway activators, primary screen, cell-based, plate reader, single point | AID 743398, 2014 | Wnt/beta-catenin reporter cell assay, activator | hit rate 1.2% among 300,000 | activation, % at 9.35 µM; in the data active = activation above about 30%, passing the limit was not always enough; inconclusive = no clear call, values can overlap the other calls;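 also: 0% = neutral control wells and 100% = positive control wells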
dFosB act = activators of delta FosB homodimer, primary screen, biochemical, fluorescence polarization, TAMRA-CDK5 oligo, single point | purified delta FosB; percent of positive-control signal above neutral wells | hit rate 0.99% among 340,000 | Protein FosB (Mus musculus), P13346 | activation, % at 25 µM;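 active = mean activation above about 17%, with every replicate also reaching it, limit read from the data, passing the limit was not always enough; inconclusive = only one of the two conditions met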;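 also: fluorescence polarization rise as delta FosB binds a TAMRA Cdk5 AP-1 oligo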
Target sequence (P13346 whole entry, looked up): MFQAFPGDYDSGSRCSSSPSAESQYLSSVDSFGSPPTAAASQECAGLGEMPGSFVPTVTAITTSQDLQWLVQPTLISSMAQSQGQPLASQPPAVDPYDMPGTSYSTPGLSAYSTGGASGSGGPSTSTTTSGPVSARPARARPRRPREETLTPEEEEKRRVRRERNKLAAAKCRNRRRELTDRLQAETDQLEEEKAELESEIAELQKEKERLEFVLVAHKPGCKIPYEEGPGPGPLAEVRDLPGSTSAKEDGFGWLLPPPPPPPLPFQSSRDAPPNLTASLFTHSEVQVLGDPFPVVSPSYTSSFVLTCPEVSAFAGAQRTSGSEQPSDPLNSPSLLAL
HTR5A inv ag = HTR5A inverse agonists in luminescence cell assay, primary screen, counter-screen for OPRM1-OPRD1 heterodimer inverse agonist project, full-deck HTS; HTR5A cell line, inverse agonism; inhibition, % at 9.3 µM; hit rate 0.083% among 340,000; AID 504634, 2011; in the data active = inhibition mostly above about 23%, no sharp cut-off; inactive = mostly below about 18%;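 also: 0% = cells with DMSO and 100% = no-cell wells with DMSO; some compounds called inactive have numbers as strong as hits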
PvdQ acylase = P. aeruginosa PvdQ acylase inhibitors, primary screen, biochemical, fluorescence, plate reader and imaging, single point; purified PvdQ acylase; inhibition, % at 10 µM; hit rate 0.063% among 340,000; in the data active = inhibition above about 30%, passing the limit was not always enough; inconclusive = no clear call, values can overlap the other calls;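 also: 0% = vehicle neutral wells and 100% = reference inhibitor wells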
Starred values were filed as active, the others as inactive; ? = inconclusive; nt = not tested or not shown.

The opening three compounds, to show the layout:
smiles	NSD2 HMT inh	HTR5A ag	V-ATPase pH	MITF act	SR-BI DiI inh	CDK5 p35 inh	Wnt bcat act	dFosB act	HTR5A inv ag	PvdQ acylase
COc1ccc2nc(Nc3nc(-c4ccncc4)cs3)sc2c1	-2	2	0	37	80*	-0.5	8	5	-6	-14
CN1CCN(C(=O)c2cc3c(ccc4ccccc43)oc2=O)CC1	nt	-4	-1	3	5	-1.0	-2	4	-8	-7
CC(C)(C)NC(=O)c1cc(-c2ccc3c(c2)OCO3)nc2ccccc12	-5	2	5	-18	52	3.0	0	-5	14	3

The whole of this part (from the top)
smiles	NSD2 HMT inh	HTR5A ag	V-ATPase pH	MITF act	SR-BI DiI inh	CDK5 p35 inh	Wnt bcat act	dFosB act	HTR5A inv ag	PvdQ acylase
COc1ccc2nc(Nc3nc(-c4ccncc4)cs3)sc2c1	-2	2	0	37	80*	-0.5	8	5	-6	-14
CN1CCN(C(=O)c2cc3c(ccc4ccccc43)oc2=O)CC1	nt	-4	-1	3	5	-1.0	-2	4	-8	-7
CC(C)(C)NC(=O)c1cc(-c2ccc3c(c2)OCO3)nc2ccccc12	-5	2	5	-18	52	3.0	0	-5	14	3
CSCC[C@H](NC(=O)N1C[C@H]2C[C@@H](C1)c1cccc(=O)n1C2)C(=O)Nc1ccc(NC(C)=O)cc1	nt	-2	1	3	-23	-2.2	16	-2	10	-11
CN(C)CCC(=O)N1c2ccccc2Sc2ccc(C(F)(F)F)cc21	3	3	0	11	-20	1.0	-1	-1	-9	-8
CCc1ccccc1NC(=O)CC(c1ccc(OC)cc1)n1cccc1 (centres undefined)	1	0	1	-1	7	1.0	-1	-5	-10	-6
CCOc1ccc(N=Nc2c(N)[nH][nH]c2=O)cc1	1	-2	4	35	-1	-1.5	7	1	4	-18
O=c1c2nccnc2[nH]c(=S)n1Cc1ccccc1	nt	-5	2	6	nt	0.9	2	0	1	-3
CCc1ccc(C(=O)COC(=O)c2ccc(Cl)nc2)cc1	1	nt	-1	48	-4	-0.5	29	-4	nt	-3
O=C(NCCOc1ccccc1Cl)C(=O)Nc1ccccc1	0	5	-5	7	-20	-0.2	1	-1	-20	-10
CCN(CC)C(=O)c1cc2c(=O)n3cccc(C)c3nc2n1C	-7	7	2	-1	-30	-0.1	2	-5	-7	-7
CC(C)C[C@H](NC(=O)N1CCn2c1nc1ccccc12)C(=O)NCc1ccc2c(c1)OCO2	3	nt	-1	-9	-3	0.9	0	-23	nt	-12
Cc1nnc(NC(=O)c2cc3n(n2)C(C(F)(F)F)CC(C2CC2)N3)s1 (centres undefined)	1	8	-4	-15	-3	1.6	-1	4	-21	-9
Cn1c(CO)cnc1SCc1ccc(F)cc1	-1	-2	-4	24	-9	-4.4	-1	1	6	-16
CCCC(=O)Nc1ccc(NC(=S)NC(=O)c2ccccc2[N+](=O)[O-])cc1	2	-1	14	-5	24	1.0	-4	4	-3	3
COCCCNC(=O)C(=O)C1C(=O)Nc2ccccc21 (centres undefined)	-5	1	3	0	-25	1.7	-3	5	16	10
COc1cccc(N2CCN(C(=O)CSc3ccc(F)cc3)CC2)c1	0	7	-1	6	1	-1.6	0	-3	-53	6
COc1cc(/C=C/c2nc3ccccc3c(=O)[nH]2)ccc1OC(F)F	37	2	-4	?	15	0.2	35*	-2	-8	0
c1ccc(C[C@H]2CNCCN2CCCCC2CCCCC2)cc1	nt	1	2	nt	-19	-0.5	-2	14	-3	-5
Cc1ccc(C)c(S(=O)(=O)N2CCCN(C)CC2)c1	5	2	-7	2	-12	-4.1	-1	0	-4	-21
CCOc1ccc(S(=O)(=O)NCC(=O)N(C)Cc2cccnc2)cc1	-4	5	0	9	-10	1.1	nt	7	-20	-8
Cn1c(C(=O)NCCC2=CCCCC2)cc2c(=O)n3ccccc3nc21	nt	-1	-2	65	2	1.1	nt	-1	-7	-8
CN(C)C(=O)c1noc2cc([N+](=O)[O-])ccc12	0	3	-5	2	6	1.2	nt	2	5	0
CC[C@H](C)[C@@H](CN[C@H](C)CNC)NCCC(c1ccccc1)c1ccccc1	nt	-1	-1	-90	-25	-0.9	-10	0	-5	-9
O=C(NNC(=S)NC(=O)c1cccnc1)c1ccc(F)cc1	1	1	-8	22	25	0.4	8	5	19	6

Reformatted: results already given.
COc1cc(/C=C/c2nc3ccccc3c(=O)[nH]2)ccc1OC(F)F
  NSD2 HMT inh: 37; HTR5A ag: 2; V-ATPase pH: -4; MITF act: ?; SR-BI DiI inh: 15; CDK5 p35 inh: 0.2; Wnt bcat act: 35*; dFosB act: -2; HTR5A inv ag: -8; PvdQ acylase: 0

c1ccc(C[C@H]2CNCCN2CCCCC2CCCCC2)cc1
  NSD2 HMT inh: nt; HTR5A ag: 1; V-ATPase pH: 2; MITF act: nt; SR-BI DiI inh: -19; CDK5 p35 inh: -0.5; Wnt bcat act: -2; dFosB act: 14; HTR5A inv ag: -3; PvdQ acylase: -5

Cc1ccc(C)c(S(=O)(=O)N2CCCN(C)CC2)c1
  NSD2 HMT inh: 5; HTR5A ag: 2; V-ATPase pH: -7; MITF act: 2; SR-BI DiI inh: -12; CDK5 p35 inh: -4.1; Wnt bcat act: -1; dFosB act: 0; HTR5A inv ag: -4; PvdQ acylase: -21

Profiles, looked up by structure. Values in the order: NSD2 HMT inh, HTR5A ag, V-ATPase pH, MITF act, SR-BI DiI inh, CDK5 p35 inh, Wnt bcat act, dFosB act, HTR5A inv ag, PvdQ acylase
O=C(NCCOc1ccccc1Cl)C(=O)Nc1ccccc1 in the list: 0, 5, -5, 7, -20, -0.2, 1, -1, -20, -10
O=C(NNC(=S)NC(=O)c1cccnc1)c1ccc(F)cc1 in the list: 1, 1, -8, 22, 25, 0.4, 8, 5, 19, 6

Remaining list, next part
smiles	NSD2 HMT inh	HTR5A ag	V-ATPase pH	MITF act	SR-BI DiI inh	CDK5 p35 inh	Wnt bcat act	dFosB act	HTR5A inv ag	PvdQ acylase
COc1cccc(-c2nc(CS(=O)(=O)CC(=O)Nc3cc(OC)ccc3OC)c(C)o2)c1	17	-2	-2	-5	43	1.5	3	-18	9	4
CC(=O)Nc1ccc(NC(=O)C(C)Oc2ccccc2F)cc1 (centres undefined)	0	11	-8	9	-24	2.6	nt	-6	-30	1
CCOC(=O)c1[nH]c(C)c(C(=O)NCc2ccccn2)c1C	-1	-2	2	-3	-8	-1.1	-6	1	21	-18
CCOc1ccc(C(=O)NC(=S)NC2CCCC2)cc1[N+](=O)[O-]	-4	1	-3	-1	43	-1.1	nt	-2	26	-10
Cc1cc(Br)ccc1NC(=O)CN(C)C(=O)Cn1c(=O)cnc2ccccc21	6	1	-5	2	4	0.1	-1	-4	8	-1
CCN1CCN(C(c2ccccc2)c2nnnn2CCc2ccc(OC)c(OC)c2)CC1 (centres undefined)	7	1	-4	-1	-3	-0.6	nt	-15	2	-13
CN(C)S(=O)(=O)c1ccc2c(c1)nc(CCC(=O)O)n2C	-6	5	0	2	-14	1.0	-2	7	-10	-7
CNC(=O)/C(C#N)=C\c1cc(C)n(-c2ccc(N3CCOCC3)cc2)c1C	-2	-1	-1	-6	6	1.2	0	-9	3	-9
CCSc1nnc(NC(=O)c2cc(C)nc3ccccc23)s1	4	2	2	12	-23	-0.9	nt	-3	-2	7
Cn1c(=Nc2ccccc2)sc2ccccc21	-2	10	3	36	14	2.5	20	2	3	7
O=C(Nc1ccccc1Cl)c1ccc(S(=O)(=O)N2CCOCC2)cc1	nt	6	-1	nt	0	5.8	-1	0	-19	8
O=C1NC(=O)/C(=C\c2ccc(N3CCOCC3)o2)N1	-1	5	0	-2	-16	-0.4	-2	0	-15	5
COc1ccc(CC(=O)Nc2nnc(C)s2)cc1	-3	5	-1	nt	-19	2.3	-1	8	-20	-11
Cc1c(C=O)c(=O)n(-c2ccccc2)n1-c1ccccc1	-2	3	4	7	-6	-3.5	-4	0	-5	-3
CC1CCCN(Cc2c(C(=O)N3CCc4ccccc4C3)nc3ccc(Cl)cn23)C1 (centres undefined)	7	2	-2	-19	1	-0.4	-1	-16	11	0
Cc1ccc(C(=O)N2CCN(c3ccc(NC(=O)CSc4ccc(Cl)cc4)cc3)CC2)cc1	-4	0	-2	-8	46	-3.3	0	-7	-1	-3
CCOc1ccc(NS(=O)(=O)c2ccc3[nH]cc(C(=O)NCC4CCCO4)c(=O)c3c2)cc1 (centres undefined)	5	2	2	1	-10	-1.6	nt	4	-6	-6
Cc1cc(C)nc(NC(=O)Cc2ccc(Cl)cc2)c1	-2	0	0	nt	1	0.5	0	0	-1	-16
CCn1cc(CN2CCC(n3nccc3NC(=O)CCCc3ccccc3)CC2)cn1	-2	1	-1	-1	32	0.6	1	-9	13	-5
Cc1ccc(CN2CCN(CC(=O)NC(C)CCc3ccccc3)C2=O)cc1 (centres undefined)	nt	2	2	1	8	-0.2	0	-12	-5	-9
CCN(CC)C(=O)CSc1nnc(COc2ccc(OC)cc2)n1N	-2	-2	-5	-8	-8	-0.5	-4	1	5	4
COC(=O)c1ccccc1NC(=O)CNc1cc(OC)c(OC)cc1C	4	4	-1	-15	41	-0.8	0	-13	-1	-2
